Screens as filed in PubChem.
GALK inh: inhibitors of human galactokinase. Purified GALK, Kinase-Glo residual ATP luminescence. Potency, µM (series often up to 57.5 µM), without a hit: at the top dose activity change, negative = inhibition, usual class: inhibitors. 0.007% of 270,000 active; further: potency means the concentration at half of the fitted maximal effect; on the % scale 0 is the no-effect control and ±100 the full control effect
Target sequence (P51570 whole entry, looked up): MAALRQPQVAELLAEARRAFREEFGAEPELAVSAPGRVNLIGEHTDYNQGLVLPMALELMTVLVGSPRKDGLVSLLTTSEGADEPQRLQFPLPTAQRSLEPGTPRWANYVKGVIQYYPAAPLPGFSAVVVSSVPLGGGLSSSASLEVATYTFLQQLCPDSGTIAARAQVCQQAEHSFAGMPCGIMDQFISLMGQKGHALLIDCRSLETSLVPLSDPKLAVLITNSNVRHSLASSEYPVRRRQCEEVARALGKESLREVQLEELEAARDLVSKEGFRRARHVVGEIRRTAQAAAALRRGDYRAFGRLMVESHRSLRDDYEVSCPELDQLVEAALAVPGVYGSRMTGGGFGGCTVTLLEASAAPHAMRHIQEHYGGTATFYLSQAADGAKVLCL
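GALK at 5 nM final was combined with compound, 35 uM ATP and 100 uM galactose in HEPES pH8.0 with MgCl2 and DTT. The reaction ran one hour at room temperature before luminescent ATP detection.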
MBNL1-CUG inh: MBNL1-poly(CUG) RNA binding inhibition. Q9NR56. TR-FRET MBNL1-His/biotin-(CUG)12 binding, 665/545 ratio. Potency, µM (doses to about 57.5 µM), for the others: top-dose activity change, negative = inhibition, hits mostly inhibitors. 0.036% of 280,000 active. AID 2675; active means well fitted inhibition curve with a large enough effect in the signal ratio, with a control signal flat, not every such curve was filed as active; inconclusive means small, poorly fitted or top-dose-only effect, or effect the other way, or a change in a side signal; inactive means no such curve, though single readings can be large or run the other way; the % refers to the signal ratio; further: potency means the concentration at half of the fitted maximal effect; on the % scale 0 is the no-effect control and ±100 the full control effect
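Inhibition of protein-RNA binding appears as loss of TR-FRET between terbium anti-His antibody on MBNL1-His and streptavidin-XL665 on biotin-(CUG)12. Activity is normalized to buffer-only and uninhibited-complex controls.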
Eya2 phos inh: inhibitors of human Eya2 phosphatase activity; O00167; recombinant Eya2, OMFP fluorescence dephosphorylation (OMFP is methylfluorescein phosphate); Potency, µM (series often up to 76.9 µM), for the others: at the highest dose activity, negative = inhibition, usual class: inhibitors; 0.006% of 330,000 active; AID 488837; further: potency means the concentration at half of the fitted maximal effect; on the % scale 0 is the no-effect control and ±100 the full control effect
Target sequence (O00167 whole entry, looked up): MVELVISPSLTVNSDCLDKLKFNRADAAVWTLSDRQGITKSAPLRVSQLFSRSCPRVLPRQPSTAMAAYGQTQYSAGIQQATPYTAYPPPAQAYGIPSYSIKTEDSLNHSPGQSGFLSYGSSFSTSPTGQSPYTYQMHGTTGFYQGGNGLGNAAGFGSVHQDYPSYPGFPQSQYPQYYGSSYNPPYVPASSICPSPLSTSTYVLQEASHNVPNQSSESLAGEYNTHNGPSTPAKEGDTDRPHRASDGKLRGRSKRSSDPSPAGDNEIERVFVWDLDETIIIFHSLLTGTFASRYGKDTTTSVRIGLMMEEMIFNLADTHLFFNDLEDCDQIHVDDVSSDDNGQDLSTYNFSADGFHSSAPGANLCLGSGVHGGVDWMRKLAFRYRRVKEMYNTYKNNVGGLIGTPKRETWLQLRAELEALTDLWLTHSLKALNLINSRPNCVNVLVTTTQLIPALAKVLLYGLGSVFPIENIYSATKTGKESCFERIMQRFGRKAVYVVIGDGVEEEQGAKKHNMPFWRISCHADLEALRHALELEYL
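Eya2 protein (added as 0.2 uM solution) was preincubated with compound for 10 min at ambient temperature in 50 mM HEPES pH 7.5, 50 mM NaCl, 5 uM MgCl2, 0.05% BSA, 1 mM DTT. OMFP (added at 50 uM) then reacted 10 min; fluorescence read at 485/525 nm.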
S-ASM inh: blocks human secretory acid sphingomyelinase; P17405; placental ASM, HMU-PC fluorogenic substrate, 60 min; Potency, µM (series often up to 57.5 µM), without a hit: at the highest dose activity change, negative = inhibition, hits mostly inhibitors; 0.006% of 340,000 active; further: potency means the concentration at half of the fitted maximal effect
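HMU-PC0 cleavage (9 uM final) by human placental ASM, 60 min at 37 °C following 10 min compound exposure at RT; stopped at pH 10, fluorescence Ex 386/Em 447 nm.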
Menin-MLL TR inh: inhibitors of human menin-MLL interaction, mutant MLL peptide; O00255; Menin + Texas Red MLL mutant peptide, fluorescence polarization; Potency, µM (doses to about 61.6 µM), without a hit: at the top dose FP activity change, negative = inhibition, hits mostly inhibitors; 0.23% of 270,000 active; AID 1768; active means well fitted inhibition curve with a large enough effect in the polarisation, with a control signal flat, not every such curve was filed as active; inconclusive means small, poorly fitted or top-dose-only effect, or effect the other way, or a change in a side signal; inactive means no such curve, though single readings can be large or run the other way; the % refers to the polarisation; further: potency means the concentration at half of the fitted maximal effect; % of control where 0% means no effect; many of its hits are not listed in these tables
TSHR antag: human thyrotropin receptor antagonism; P16473; TSHR-expressing cells, TSH-stimulated cAMP HTRF, 2 h; active compounds read low; activity change, negative = inhibition, % at 11.5 µM; 0.2% of 330,000 active; AID 504810;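 active means activity change below a set negative limit, meaning inhibition stronger than a set level, cut at about -70% in these data; inconclusive means activity change between two set negative limits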; further: on the % scale 0 is the no-effect control and ±100 the full control effect
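Inhibition of cAMP made by TSHR-expressing cells under TSH stimulation (4nM final, EC80; 2 h, 37 deg C) is quantified with a one-step lysis HTRF kit, anti-cAMP cryptate versus cAMP-d2.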
Chronic BCR inh: inhibitors of chronic active B-cell receptor signaling. ABC-DLBCL IkBa-CBG/CBR reporter, luminescence ratio, 4 h. Potency, µM (top dose mostly 46.1 µM), for inactives: at the highest dose ratio change, negative = lower green/red ratio, hits mostly inhibitors. 0.05% of 340,000 active; active means well fitted inhibition curve with a large enough effect in the signal ratio, with a control signal flat, not every such curve was filed as active; inconclusive means small, poorly fitted or top-dose-only effect, or effect the other way, or a change in a side signal; the % refers to the signal ratio;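 further: potency means the concentration at half of the fitted maximal effect; plate controls were basal doxycycline-induced cells for no effect and cells given 10 µM MG132 for full effect; MG132 reads +100%, hits lower the ratio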
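Cell line TMD8 (human ABC DLBCL), stably expressing tet-inducible CBG68-IkBa fusion and CBR; IMDM/0.5% FBS; cpd up to 46 uM; dox induction, 4 h, 37C/5% CO2; dual luminescence; green/red ratio; MG132 control.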
KCNH2 WT inh: blocks the wildtype human KCNH2 potassium channel; activity change, % at 1.84 µM; AID 720551; 0.37% of 340,000 active; U2OS, BacMam KCNH2, thallium flux FluxOr; active compounds read low;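 active means maximum activity change below -70%; inconclusive means maximum activity change between -70% and -50%; inactive means maximum activity change above -50%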; further: on the % scale 0 is the no-effect control and ±100 the full control effect
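U2OS cells transduced with wild-type KCNH2 virus are loaded with FluxOr dye for 45 min, and thallium flux is measured in kinetic reads before and after stimulation buffer. Rate constants are normalized to DMSO controls.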
Mito fusion act: mitochondrial division inhibition or fusion activation; S. cerevisiae fusion-defective mutant growth rescue, CellTiterGlo 48 h; Potency, µM (top dose mostly 46.1 µM), inactives show top-dose growth rescue (activation), most hits filed as activators; 0.23% of 320,000 active; AID 485298;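 further: potency means the concentration at half of the fitted maximal effect; % of control where 0% means no effect; nearly all actives have a fitted effect of over 45% in size; temperature-sensitive fusion mutants such as fzo1-1 at 37 °C on non-fermentable ethanol glycerol medium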
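Read-out: ATP-based luminescence (CellTiterGlo, 10 min ambient) reporting growth of fusion-defective ts yeast after 48 hours at 37C on glycerol/ethanol YPEG medium in the presence of compound.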
PKM2 activator: activators of human pyruvate kinase M2. purified PKM2, Kinase-Glo ATP luminescence, activation; response scale: 0% is enzyme alone, no compound. AID 1631. P14618. Potency, µM (top dose mostly 57.5 µM), inactives show at the top dose activation, hits mostly activators. 0.34% of 260,000 active; further: potency means the concentration at half of the fitted maximal effect; on the % scale 0 is the no-effect control and ±100 the full control effect; nearly all actives have a fitted effect of over 55% in size
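Purified hPK-M2 (>95%) run at intermediate activity with 0.1 mM ADP and 0.5 mM PEP in 50 mM imidazole pH 7.2, KCl, MgCl2; 1 h room temperature. ATP formed read by Kinase-Glo luminescence; normalized to uninhibited and no-enzyme controls.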
USP2a inh: USP2a (human) protease inhibition | AID 463254 | Potency, µM (top dose mostly 38.3 µM), inactives show at the highest dose activity change, negative = inhibition, usual class: inhibitors | 0.01% of 330,000 active | USP2 core, Ub-CHOP2 coupled fluorogenic reporter, 485/531 | O75604;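 further: potency means the concentration at half of the fitted maximal effect; plate controls were DMSO wells for no effect and full inhibition by NEM control for full effect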
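Cell-free coupled assay: 10nM USP2 core preincubated 30min RT with compound in Tris-HCl pH 8.0/CaCl2/CHAPS buffer, then 25nM Ub-CHOP2 and 25nM reporter substrate; fluorescence (Ex 485/Em 531) read after 60min RT, normalized to NEM inhibition, concentration-response curves fitted.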
Starred values were filed as active, the others as inactive; ? = inconclusive; . = no result given; [ ] = another dose, or the depositor's remark. Unless noted, the call rests on the fitted dose curve; in most records, active means well fitted curve in the direction sought with a large enough effect; inconclusive means small, poorly fitted or top-dose-only effect, or another doubt; inactive means no such curve, though single readings can be large; an effect the other way counts as inactive or inconclusive. This is a subset; count on the stated rates, not on these rows.

SMILES	GALK inh	MBNL1-CUG inh	Eya2 phos inh	S-ASM inh	Menin-MLL TR inh	TSHR antag	Chronic BCR inh	KCNH2 WT inh	Mito fusion act	PKM2 activator	USP2a inh
CCc1cccc(OCC2Cn3c(nc4c3c(=O)[nH]c(=O)n4C)O2)c1 (stereo not drawn)	0%	-4%	-8%	2%	0%	4	0%	5	2%	-2%	0%
Cc1ccccc1C(=O)N/N=C/c1cccc2ccccc12	-3%	8%	10%	-11%	25%	-5	?	-11	-8%	.	-1%
CCc1noc(C)c1C(=O)NNC(=O)c1cc(OC)cc(OC)c1	.	.	-7%	2%	.	-2	-5%	-7	-2%	.	-1%
CCN(CCn1cccn1)C(=O)CCc1nnc(Cc2c[nH]c3ccccc23)o1	8%	-9%	4%	1%	4%	-1	-1%	-3	6%	0%	1%
COc1ccc(CC(=O)NC2CCN(CC(=O)Nc3ccc4c(c3)OCCO4)CC2)cc1OC	0%	-1%	3%	2%	-6%	7	-3%	4	-2%	-5%	3%
CC(C)N(CCc1ccncc1)C(=S)Nc1ccc(F)c(Cl)c1	-1%	5%	-17%	1%	5%	12	-1%	12	8%	2%	2%
CC(C)CNS(=O)(=O)c1ccc(CC(C)C)cc1	1%	-4%	4%	-1%	-11%	-18	-4%	17	8%	0%	3%
O=C1C=C(c2ccccc2)C[C@H](c2cccs2)[C@H]1n1cnc([N+](=O)[O-])c1	-4%	?	4%	-1%	0%	-14	1%	2	0%	?	-4%
CCCN(CCC)CCCNC(=O)c1cc2c(=O)n(CC)c3ccccc3c2s1	2%	0%	-7%	6%	-24%	3	-4%	-2	-4%	.	4%
CN(C)c1cc(-c2ccc(Cl)c(Cl)c2)oc(=O)c1Cl	-2%	3%	-18%	-1%	.	-3	1%	2	-7%	1%	0%
O=C(COC(=O)c1ccc(NS(=O)(=O)c2cccs2)cc1)NCc1ccco1	0%	-4%	-13%	2%	.	7	5%	2	3%	14µM*	4%
Cc1cc(C(=O)OCC(=O)Nc2ccc(F)cc2F)c(C)o1	-2%	-5%	1%	-1%	-14%	8	?	7	12%	-1%	0%
CCCCc1nnc(NC(=O)CSCc2cc(=O)n3ccsc3n2)s1	-7%	-2%	-5%	6%	.	8	1%	-1	0%	.	2%
CC1c2ccsc2CCN1S(=O)(=O)c1cccs1 (stereo not drawn)	-1%	-6%	1%	4%	.	-16	1%	4	-3%	1%	-1%
O=C(NCCc1nc2ccccc2[nH]1)/C(=C/c1ccco1)NC(=O)c1ccccc1Br	2%	-4%	-10%	3%	8%	9	1%	-6	20%	-1%	1%
Cc1ccc(NC2=C/C(=N/S(=O)(=O)c3cccs3)c3ccccc3C2=O)cc1	2%	-10%	-8%	-5%	?	-2	?	0	8%	-3%	2%
Cn1c(SCC(=O)Nc2cccc(F)c2)nc2c([nH]c3ccccc32)c1=O	0%	7%	5%	0%	?	-1	1%	14	1%	2%	3%
Cc1ccc(CN2CCN(/N=C/c3sccc3C)CC2)c(C)c1	0%	-2%	3%	3%	-14%	-9	?	1	6%	-5%	0%
O=C(COc1ccccc1O)Nc1ccccc1Cl	2%	-9%	14%	4%	-2%	26	?	-13	6%	-10%	2%
COc1ccc(C2C(CN3CCOCC3)C(=O)N2c2ccccc2)cc1 (stereo not drawn)	8%	-6%	10%	0%	0%	1	0%	-5	1%	1%	4%
Cc1ccc(-c2cc(C(F)F)n3ncc(C(=O)Nc4cn(C)nc4C)c3n2)cc1	5%	-3%	10%	3%	-5%	3	0%	13	8%	-3%	1%
CC(C)CSc1nnc2c(n1)[nH]c1ccccc12	-1%	4%	2%	1%	-6%	8	?	3	0%	-5%	9%
COc1ccccc1C(=O)Nc1ccc(N2CCN(Cc3ccccc3)CC2)cc1	-3%	-8%	-24%	3%	-14%	3	-10%	14	4%	1%	3%
O=C(c1cccs1)N1CCN(Cc2ccncc2)CC1	-3%	6%	9%	0%	-14%	-8	3%	5	-1%	9%	2%
Cn1c(=O)c2c(nc3n2CC(COc2ccccc2)O3)n(C)c1=O (stereo not drawn)	6%	-11%	3%	4%	1%	13	0%	13	-2%	0%	-6%
COc1ccc2c(C)cc(SCC(=O)c3ccc4c(c3)OCO4)nc2c1	-1%	282%[activator]	0%	-3%	5%	11	5%	-7	-5%	9%	1%
Nc1ccc2nc(SCC(=O)Nc3ccc(N4CCOCC4)c(Cl)c3)sc2c1	0%	-6%	-10%	0%	?	-22	0%	2	?	-5%	1%
O=C1CC2(CCN(C(=O)c3cccc(Br)c3)CC2)Oc2ccccc21	.	.	3%	3%	.	-14	-10%	1	-2%	.	-4%
CC1c2[nH]c3ccccc3c2CCN1S(C)(=O)=O (stereo not drawn)	0%	2%	7%	-1%	0%	9	4%	1	0%	-3%	2%
O=C(Cc1cccs1)N(c1ccc(F)cc1)C1(C(=O)NC2CCCCC2)CCCC1	1%	.	-6%	1%	-14%	-9	-6%	-13	17%	-6%	4%
CCOc1ccccc1N(CC(=O)Nc1ccc2c(c1)OCO2)S(C)(=O)=O	-1%	-5%	11%	2%	-12%	4	-1%	-4	-4%	-5%	0%
O=C(Nc1c(O)c2ccccc2[nH]c1=O)c1ccco1	-1%	-9%	15%	-2%	.	4	5%	-3	4%	-9%	0%
Cc1ccc(N(Cc2ccccc2)C(=O)c2cccc(S(=O)(=O)N3CC(C)OC(C)C3)c2)cc1 (stereo not drawn)	.	.	-5%	8%	.	.	?	4	12%	.	-11%
CC(=O)N[C@@H](Cc1c[nH]c2ccccc12)C(=O)NC1CC1	1%	-4%	7%	1%	?	4	-2%	-10	0%	.	5%
COc1ccc(C(O)Cc2nc3ccccc3n2C)cc1OC (stereo not drawn)	-2%	6%	-1%	-4%	-13%	5	?	7	0%	-15%	0%
COc1ccc2cc3cc(C(=O)N4CCN(Cc5ccc6c(c5)OCO6)CC4)oc3nc2c1	-1%	?	13%	105%[activator]	-15%	-16	3%	0	13%	3%	3%
COc1cc(C2CC(=O)N3CN(c4ccccc4C)CSC3=C2C#N)cc(OC)c1OC (stereo not drawn)	7%	7%	-2%	.	11%	-1	-6%	.	-8%	-16%	-5%
CN1CCN(NC(=O)c2cn(-c3ccccc3)nc2-c2cccc(Br)c2)CC1	-3%	2%	8%	-2%	4%	-7	?	6	0%	3%	8%
CCCCOc1ccccc1C1CC(=O)NC2=C1C(=O)CCC2 (stereo not drawn)	-1%	-4%	-13%	5%	1%	8	?	2	1%	-2%	-6%
CCOC1(C(F)(F)F)NC(=O)N(Cc2ccc(OC)cc2)C1=O (stereo not drawn)	0%	1%	-16%	1%	8%	-4	15%	7	-5%	6%	-1%
Cn1c(CS/C(N)=N/N=C/c2ccccc2)c(Br)c(=O)n1-c1ccccc1	.	-1%[11.5 µM]	2%	1%	-5%	-1	-7%	21	27%	4%	5%
C=CCCCCCCCCc1nc(SCC(=O)O)n[nH]1	-4%	-15%	0%	7%	.	-8	?	3	-3%	1%	-1%
COc1cccc(C2C(C(=O)c3sc(C)nc3C)=C(O)C(=O)N2CCN2CCOCC2)c1 (stereo not drawn)	0%	30%	-2%	2%	12%	18	3%	-10	-1%	-2%	8%
O=C(Nc1ccc(F)cc1)Nc1ccc(NC(=O)c2ccccc2O)cc1	6%	-10%	-2%	7%	.	-1	?	0	-1%	-8%	-4%
COc1ccc(-c2cc(C(F)(F)F)c3c(N)c(C(=O)NCCSC)sc3n2)cc1	0%	20%	?	-1%	9%	2	?	7	-3%	-2%	0%
S=C(Nc1ccc(Cl)cc1)Nc1cccc2cnccc12	.	?	5%	-2%	-3%	-4	-3%	-3	-1%	-11%	1%
CCCCNS(=O)(=O)c1ccc2nc(-c3cccnc3)cc(C(=O)NCC(OC)OC)c2c1	.	10%	-25%	0%	?	-6	?	3	4%	.	-2%
